GLP1R ag – activates the human GLP-1 receptor. 380,000 tested, 0.007% active. P43220. AID 624172. HEK293 GLP-1R CRE-luciferase, luminescence, 4-6 h; cells express a hypersensitive GLP-1R form. Potency, µM (doses to about 45.6 µM), for inactives: top-dose activation, most hits filed as activators; also: potency is read from the fitted curve at half-maximal effect; % of control where 0% means no effect
HEK293 tox – cytotoxicity in counter-screen for GLP-1R inverse agonists; HEK293 cAMP-luciferase reporter cells, luminescence, 24 h; AID 624418; 410,000 tested, 0.13% active; Potency, µM (series often up to 38.3 µM), inactives show at the highest dose activity change, negative = inhibition, actives largely listed as inhibitors;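 also: loss of luciferase light is scored as toxicity; potency is read from the fitted curve at half-maximal effect; % is scaled to controls: 0 for no effect and ±100 for the full control effect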
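Quantitative HTS format, 1536 wells, 200 cells/uL seeded. Compounds: 23 nL, 24 h, 37 °C. Detection: luciferase reagent, luminescence at 12 min RT; decreased signal taken as cytotoxic.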
PI5P4K alpha inh – PI5P4K alpha (human) kinase inhibition | P48426 | 330,000 tested, 1.2% active | max response, % | PI5P4Kalpha enzyme, ADP-Glo luminescence, 60 min; active compounds read low; active = max response of -50% or lower; inconclusive = between -30% and -50%; inactive = -30% or higher; also: value at the top dose of about 77 µM; % is scaled to controls: 0 for no effect and ±100 for the full control effect
Target sequence (P48426 whole entry, looked up): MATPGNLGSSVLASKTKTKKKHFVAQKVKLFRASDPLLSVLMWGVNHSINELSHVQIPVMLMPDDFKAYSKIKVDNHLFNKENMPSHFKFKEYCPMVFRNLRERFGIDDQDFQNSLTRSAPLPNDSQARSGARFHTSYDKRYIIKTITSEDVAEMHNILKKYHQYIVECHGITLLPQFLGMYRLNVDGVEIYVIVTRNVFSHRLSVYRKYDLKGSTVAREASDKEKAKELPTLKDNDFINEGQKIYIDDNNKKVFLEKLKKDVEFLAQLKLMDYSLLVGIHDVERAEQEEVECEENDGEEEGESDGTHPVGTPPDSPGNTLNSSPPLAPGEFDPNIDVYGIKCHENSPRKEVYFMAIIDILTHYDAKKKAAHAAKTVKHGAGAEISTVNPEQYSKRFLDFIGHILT
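ADP-Glo luminescence end-point read after a 60 min room-temperature kinase reaction of PI5P4Kalpha plus substrate, initiated with ATP at 5 microM final. Buffer: 0.038 M HEPES pH 7.4, EGTA, 0.1% CHAPS, 5% DMSO.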
PLK1 PBD inh – PLK1 (human) polo-box domain binding inhibition; P53350; Plk1 PBD binding of FITC phosphopeptide, fluorescence polarization; Potency, µM, without a hit: max response, negative = inhibition, actives largely listed as inhibitors; 360,000 tested, 2.8% active; AID 720504; also: potency is read from the fitted curve at half-maximal effect; series mostly up to about 57 µM; % is scaled to controls: 0 for no effect and ±100 for the full control effect; nearly all actives have a fitted effect of over 65% in size
Target sequence (P53350 whole entry, looked up, the tested form may be a part): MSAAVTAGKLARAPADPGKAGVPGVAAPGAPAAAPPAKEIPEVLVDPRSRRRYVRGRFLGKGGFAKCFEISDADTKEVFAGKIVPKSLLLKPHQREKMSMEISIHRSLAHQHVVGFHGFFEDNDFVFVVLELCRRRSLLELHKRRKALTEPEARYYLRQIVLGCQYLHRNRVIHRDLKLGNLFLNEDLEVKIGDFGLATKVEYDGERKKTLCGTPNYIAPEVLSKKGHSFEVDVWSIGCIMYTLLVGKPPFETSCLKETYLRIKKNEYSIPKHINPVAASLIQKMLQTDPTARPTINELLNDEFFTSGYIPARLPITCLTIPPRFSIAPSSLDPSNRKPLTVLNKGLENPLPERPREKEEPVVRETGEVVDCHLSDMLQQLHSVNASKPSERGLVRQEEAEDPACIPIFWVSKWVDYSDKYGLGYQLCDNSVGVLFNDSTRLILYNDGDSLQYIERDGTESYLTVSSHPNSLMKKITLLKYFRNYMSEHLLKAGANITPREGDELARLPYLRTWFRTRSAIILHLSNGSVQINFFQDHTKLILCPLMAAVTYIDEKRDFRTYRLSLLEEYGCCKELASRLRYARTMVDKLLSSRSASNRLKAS
DRD3 agonist – D3 dopamine receptor (human) agonism. D3R DiscoveRx beta-arrestin cells, luminescence, 90 min. max activation, %. 410,000 tested, 0.58% active; in the data active = max activation above about 30%; also: 0% is about no effect; mostly tested at two doses, the higher about 12 µM
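Agonist mode: compounds and dopamine controls were applied to plated cells for 90 min at 37 degrees C after an overnight attachment at 1500 cells/well. Luminescent read-out followed 30 - 60 minutes at room temperature with DiscoveRx detection reagent.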
GLP-1R inv ag – inverse agonists of human GLP-1 receptor; Potency, µM (top dose mostly 38.3 µM), for inactives: at the top dose activity change, negative = inhibition, actives largely listed as inhibitors; HEK293 GLP-1R CRE-luciferase, luminescence, 24 h; GLP-1R form is constitutively active; 410,000 tested, 1.6% active; also: potency is read from the fitted curve at half-maximal effect; % is scaled to controls: 0 for no effect and ±100 for the full control effect; nearly all actives have a fitted effect of over 55% in size
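Inverse agonism was detected as reduced cAMP-driven luciferase luminescence after 24 h compound treatment. The cells were HEK293 clones expressing constitutively active human GLP-1R with the reporter. Reporter-only and GPR119 cell lines served as counterscreen controls.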
WRN helicase inh – WRN helicase (human) inhibition; Q14191; WRN helicase unwinding, fluorescent forked duplex, kinetic; Potency, µM (highest dose often 114 µM), without a hit: at the top dose activity change, negative = inhibition, hits mostly inhibitors; 360,000 tested, 0.46% active; also: potency is read from the fitted curve at half-maximal effect; % is scaled to controls: 0 for no effect and ±100 for the full control effect; nearly all actives have a fitted effect of over 55% in size
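Fluorescence dequenching readout, ex 525 nm/em 598 nm, kinetic mode: forked duplex DNA (100 nM final) with adjacent fluorophore and quencher unwound by WRN (20 nM final) with 2 mM ATP. Compound preincubation 15 min, room temperature.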
D3 antag – D3 dopamine receptor (human) antagonism | P35462 | D3R cells, DiscoveRx beta-arrestin luminescence, antagonist mode; active compounds read low | max response, negative = inhibition, % | 360,000 tested, 2.5% active | AID 652054; in the data active = max response below about -50%; inconclusive = no clear call, values can overlap the other calls; also: % is scaled to controls: 0 for no effect and ±100 for the full control effect; mostly tested at two doses, the higher about 12 µM
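Cells expressing the human receptor were seeded at 1500 cells/well, incubated overnight at 37 degrees C in 5% CO2, then exposed to library compounds with dopamine controls for 90 minutes at 37 degrees C before luminescent detection.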
IL-2 act – IL-2 activation. IL-2 activation reporter assay, cell-based qHTS; stimulated with anti-CD3/CD4/CD28 beads; in transgenic mouse T cells. activation, % (series mostly up to about 46 µM). 360,000 tested, 0.065% active; in the data active = activation above about 50%; inconclusive = mostly about 30% to 49%; also: 0% is about no effect
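Readout is EGFP and DsRed signal by fluorescent plate cytometry after 18 h at 37 degrees C. Transgenic mouse T cells (750/well) received compound for 60 min before bead stimulation (anti-CD3, anti-CD4, anti-CD28); memory T cells served as non-tolerant control.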
* marks the source's active call; other numbers are inactive results; ? = inconclusive; · = no result given; & = joins results of further samples; [ ] = remark or other dose. Unless noted, calls follow the shape of the dose curve; as a rule, active = well fitted curve in the direction sought with a large enough effect; inconclusive = small, poorly fitted or top-dose-only effect, or another doubt; inactive = no such curve, though single readings can be large; an effect the other way counts as inactive or inconclusive. Not a hit list. About 7.8% of those tested had a hit in this group.

SMILES | GLP1R ag | HEK293 tox | PI5P4K alpha inh | PLK1 PBD inh | DRD3 agonist | GLP-1R inv ag | WRN helicase inh | D3 antag | IL-2 act
COc1ccc(CN2C(=O)C(CC(=O)NCc3ccco3)CC(C(=O)N(C(C)C)C(C)C)=C2C)cc1 (centres undefined) | -4% | 1% | -8 | -7% | -9 | 4% | 4% | ? | -2.4
COc1ccc(CCc2nc3ccccc3n2C(CCc2ccccc2)c2nc3ccccc3[nH]2)cc1 (centres undefined) | · | 4% | 2 | 14% | -14 | -25% | -3% | -20 | 1.8
O=S1(=O)CC(N2CCC(Cc3ccccc3)CC2)CN1CCc1ccccc1 (centres undefined) | 7% | 3% | 7 | -9% | -9 | ? | -10% | -9 | -1.0
Nc1nn(-c2ccccc2)nc1C(=O)OCc1ccccc1Br | 18% | 0% | · | · | 3 | -22% | · | · | ·
N#CCN1CCN(CC(=O)Nc2ccc(OCc3ccccc3)cc2)CC1 | -1% | 7% | -11 | -6% | -2 | ? | 5% | 8 | -0.1
COc1cc(CN2CCSCC2)cc(OC)c1OC | 2% | -17% | 0 | -7% | -2 | 0% | 7% | -24 | -2.9
CC(C)(NC(=O)N1CCCC1)c1cccc(C(C)(C)NC(=O)N2CCCC2)c1 | 0% | -5% | 3 | -16% | 1 | -3% | 11% | ? | -0.2
Cc1ccc(C2=NN(C(=O)CN3CCN(C4CCS(=O)(=O)C4)CC3)C(c3ccco3)C2)cc1 (centres undefined) | -1% | -20% | 2 | -6% | -14 | -27% | -7% | 40 | -0.4
CC(C)(C)c1cc(CN(CCO)CCO)cc(C(C)(C)C)c1O | -6% | 5% | · | 2.1µM* | -3 | 3% | -27% | 8 | -0.3
OCCC1CN(Cc2ccc(Oc3ncccn3)cc2)CCN1C1CCCC1 (centres undefined) | 4% | -10% | -1 | -10% | -11 | -3% | -3% | 6 | 1.0
CCc1ccc(NC(=O)CCNC(=O)Cn2cnc3ccccc3c2=O)cc1 | 3% | 4%&-3% | -16 | 30µM* | -1&-11 | -12%&-4% | -1% | 11 | 0.8
COc1cc(N=Nc2ccc(C)cc2S(N)(=O)=O)c(C)cc1N | 18% | ? | 7 | -5% | -15 | 60%[activator] | ? | -3 | -0.1
COc1ccc(CNc2cc(NCCCO)c([N+](=O)[O-])c3nonc23)cc1 | 7% | ? | -2 | -14% | -7 | ? | 2% | 3 | -4.5
Cc1oc(-c2ccc(Cl)cc2)nc1CN1CCC(C(=O)NCCCN2CCCC2=O)CC1 | -2% | 10% | 9 | -14% | 4 | -19% | -7% | 0 | -2.0
COCCN(Cc1ccco1)C(=O)Cn1ncc2c(=O)oc3ccccc3c21 | 0% | -10% | -6 | 5% | 10 | 10% | 6% | 14 | -3.0
CC(=O)c1sc(NC(=O)c2cccs2)nc1C | -4% | 3% | -7 | 0% | 0 | 47%[activator] | -2%[57.1 µM] | -11 | -1.5
Cn1cccc1/C=N/NC(=O)C12CC3CC(CC(C3)C1)C2 | -26% | -2% | 2 | -1% | -2 | ? | -14%[57.1 µM] | 9 | 4.8
CCCCC1(C)OC(=O)C(=Cc2ccc(N(CC)CC)cc2)C(=O)O1 (centres undefined) | 2% | 12% | 5 | ? | -1 | 12% | ? | 1 | 0.2
CNC(=O)C[C@@H]1CC[C@@H]2[C@H](COC[C@H](O)CN2S(=O)(=O)c2ccccc2Cl)O1 | · | 9% | 3 | -10% | -6 | 13% | -2% | -2 | 0.3
CC(C)CNC(=O)C1(C)CCCN1C(=O)c1ccc2c(c1)CCO2 (centres undefined) | 0% | 8% | 5 | -5% | 7 | 4% | -6% | 1 | -0.5
O=C(NCc1ccccc1)C(c1ccccc1F)n1c(=O)c(-c2cc3ccccc3[nH]2)nc2ccccc21 (centres undefined) | · | · | 0 | 7% | 10 | ? | -10% | 38 | -0.5
NC(=O)c1ccc[n+](CC(=O)c2ccc(Cl)c(Cl)c2)c1 | -4% | -8% | -2 | 5% | -1 | 1% | 0% | 2 | -1.8
COC(=O)c1ccc(NC(=O)CCc2nnc3ccc(N4CCC5(CC4)OCCO5)nn23)cc1 | 2% | 0% | -2 | -27% | 1 | 27% | 9% | 0 | -2.7
Cc1ccccc1NC(=O)c1ccccc1 | -8% | 0% | · | 0% | 0 | 0% | 6% | 9 | 1.0
COc1cccc(CN=c2c([N+](=O)[O-])nn(-c3ccccc3C)n2O)c1 | 0% | 7% | 1 | -12% | -17 | 0% | -17% | -17 | -1.7
CCOC(=O)N1CCN(C(=O)CSCc2ccccc2C)CC1 | 13% | -4% | 0 | -6% | 0 | 6% | 1% | 14 | -0.5
CCOC(=O)c1cc(C(C)=O)c(=O)[nH]c1C | -5% | -6% | 6 | 8% | 1 | 18% | 0% | 11 | -1.4
CCOc1ccc(-c2cc(C(=O)N3CCN(C)CC3)c3ccccc3n2)cc1 | -10% | -15% | · | -5% | 0 | 5% | 6% | 21 | -2.2
Cc1ccc(S(=O)(=O)CCC(=O)N2CCN(c3ccccc3O)CC2)cc1 | -5% | 9% | 3 | -11% | 1 | -15% | -11% | -7 | 0.1
Cc1ccc(N2C(=O)NC(NS(=O)(=O)c3ccc(C)cc3)(C(F)(F)F)C2=O)cc1 (centres undefined) | -1% | -1% | -7 | -6% | 0 | 19% | 1% | 1 | 0.0
COc1ccc(NC(=O)c2cc(C)nn2-c2ccccc2)cc1 | 5% | -1% | -4 | 3% | 1 | 12% | 5% | 14 | 3.6
O=C(NCCN1CCOCC1)C1CC(=O)N(c2ccc(F)c(Cl)c2)C1 (centres undefined) | 4% | 3% | · | -6% | 16 | 7% | -5% | 16 | 0.4
Cc1cc(C)n(-c2cc(N3CCN(C(=O)c4cccc(Br)c4)CC3)ccc2[N+](=O)[O-])n1 | -11% | ? | 0 | -21% | -2 | ? | -3% | 2 | -1.5
COCCNC(=O)c1ccc(N2CC3CC(C2)c2cccc(=O)n2C3)c(NC(=O)c2ccc(F)cc2)c1 (centres undefined) | -4% | 1% | 4 | -9% | -6 | 16% | 1% | -7 | -2.0
CCSc1ccccc1C(=O)Nc1ccc([N+](=O)[O-])cc1OC | 10% | 20% | 2 | -15% | 0 | 14% | 3% | 0 | 1.4
Cc1ccc(F)cc1CNC(=O)C1CCC(=O)N(C2CC2)C1 (centres undefined) | 4% | 2% | 8 | -11% | -2 | 10% | ? | -6 | -2.5
Cc1ccc(C)c(S(=O)(=O)Nc2ccc(C(=O)NCC(c3ccco3)N(C)C)cc2)c1 (centres undefined) | 15% | -3% | -9 | -4% | 0 | ? | -15% | -53* | -0.8
CC(C)CNC(=O)c1[nH]c(C(F)(F)F)nc1-c1ccccc1 | -5% | 3% | 3 | -4% | -10 | 26% | -16% | 0 | -0.6
Cc1cccc(NC(=S)NCCO)c1C | 0% | -5% | -3 | -1% | 0 | 0% | 0% | 8 | 1.3
O=C(NN1C(=O)C2C(C1=O)C1C=CC2C12CC2)c1cccnc1 (centres undefined) | -1% | 15% | 3 | -4% | -3 | 3% | 6% | -8 | -0.1
O=C(NC(=S)Nc1nc2ccc(F)cc2s1)c1ccco1 | 12% | ? | 5 | -4% | -2 | ? | -5% | ? | 1.0
CN(C(=O)c1ccccc1C(=O)OCC(=O)c1ccc(Br)cc1)c1ccccc1 | 0% | -4% | 4 | -12% | -12 | ? | 8% | -11 | -4.4
CCN1C(=O)[C@H]2[C@@H](c3ccc(SC4CCCCC4)cc3)N3CCCC[C@@]3(C(=O)OC)[C@H]2C1=O | -5% | 13% | 7 | -7% | -4 | -7% | 0% | 9 | 0.1
O=C(CSc1ccccc1F)NNC(=O)c1ccncc1 | 2% | -7% | -3 | 4% | 7 | 8% | -1% | 9 | 0.6
CC1(Cc2ccccc2C#N)C(=O)Nc2ccc(-c3ccccc3)cc21 (centres undefined) | 1% | 20% | 9 | -2% | -1 | -12% | -10% | 2 | 0.2
CCOc1ccccc1NC(=O)C1CCN(S(=O)(=O)c2c(C)noc2C)CC1 | 3% | -12% | 2 | 0% | -1 | 6% | -5% | 5 | 2.6
CC(C)(C)c1ccc(OCCC(=O)OCC(=O)NCc2ccccc2)cc1 | -5% | 8% | 0 | 2% | 3 | 7% | -9% | 6 | -1.7
CN(C)c1ccc(NC(=O)c2cn(-c3ccccc3)nc2-c2cccs2)cc1 | -8% | -23% | · | -2% | -5 | 0% | -7% | -23 | -2.0
Cc1ccc(-c2nnc(SCc3ccccc3C#N)o2)cc1 | 4% | 1% | · | · | 8 | 15% | · | · | ·
COc1cc(C(C#N)N2N=C(c3ccccc3)CC2c2ccccc2)ccc1O (centres undefined) | 0% | 4% | 0 | 1% | 3 | -3% | 2% | -23 | -1.0
Next part.
SMILES | GLP1R ag | HEK293 tox | PI5P4K alpha inh | PLK1 PBD inh | DRD3 agonist | GLP-1R inv ag | WRN helicase inh | D3 antag | IL-2 act
CCOc1cc(/C=N/NC(=O)Cn2nc([N+](=O)[O-])cc2C)ccc1OCc1ccc(F)cc1 | 3% | 11% | 0 | -21% | 3 | -4% | -8% | 27 | 1.0
COc1ccc(N2CCN(C(=O)CN(c3ccc(OC)cc3)S(=O)(=O)c3ccccc3)CC2)cc1 | -2% | -11% | -1 | -1% | 11 | ? | -10% | 8 | -1.9
CCN(C(=O)Cn1c(=O)n2nc(CCn3nc(C)cc3C)nc2c2ccccc21)c1cccc(C)c1 | -2% | 3% | · | -4% | 6 | 11% | 1% | 7 | -1.2
CCCCn1c(N)c(N(CCOC)C(=O)CN(C)S(=O)(=O)c2ccc(C)cc2)c(=O)[nH]c1=O | 7% | -1% | -4 | -13% | -5 | -7% | 20% | -15 | -4.3

Compound activity from PubChem.
